High-throughput results (PubChem)
Nrf2 ARE act – qHTS of Nrf2 Activators. AREc32 ARE-luciferase reporter (MCF7-derived line), luminescence, 24 h. Potency, µM (series often up to 46.1 µM), inactives show at the top dose activation, most hits filed as activators. 410,000 tested, 0.31% active. AID 624171, 2012; note: potency is the fitted concentration of half-maximal effect; % of control where 0% means no effect; nearly all actives have a fitted effect of over 65% in size
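Reporter line AREc32 (ARE-Fluc), seeded overnight in OPTI-MEM with 5% FBS; compound pin-transferred, 24 hr at 37 deg C, 5% CO2; luminescent read-out.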
CCT modulator – High-Throughput Screening for Modulators of Cytosolic Chaperonin Activity | 360,000 tested, 0.3% active | purified chaperonin ATPase assay, HTRF ADP detection, 30 min | activity change, % (no concentration beside the values), hits read low | AID 651819, 2012; in the data active = activity change below about -30%; note: % is set by controls: 0 for no effect and ±100 for the full control effect
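TRiC (40 or 20 nM final, by batch activity) in 30 mM Tris pH 7.4, 100 mM KCl, 5 mM MgCl2, 1 mM DTT was treated with compound at 76 uM single dose, then 10 uM ATP, 30 min at 37 °C. ADP was read by HTRF Transcreener.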
EPAC2 agonist – qHTS for Agonist of cAMP-regulated guanine nucleotide exchange factor 4 (EPAC2): primary screen; Potency, µM (series often up to 154 µM), inactives show at the top dose activation, actives largely listed as activators; EPAC2 activation, biochemical qHTS; response scale: 100% = 6.5 mM cAMP response; 360,000 tested, 0.079% active; Rap guanine nucleotide exchange factor 4 (Homo sapiens), Q8WZA2; note: potency is the fitted concentration of half-maximal effect; nearly all actives have a fitted effect of over 50% in size
Target sequence (Q8WZA2 whole entry, looked up): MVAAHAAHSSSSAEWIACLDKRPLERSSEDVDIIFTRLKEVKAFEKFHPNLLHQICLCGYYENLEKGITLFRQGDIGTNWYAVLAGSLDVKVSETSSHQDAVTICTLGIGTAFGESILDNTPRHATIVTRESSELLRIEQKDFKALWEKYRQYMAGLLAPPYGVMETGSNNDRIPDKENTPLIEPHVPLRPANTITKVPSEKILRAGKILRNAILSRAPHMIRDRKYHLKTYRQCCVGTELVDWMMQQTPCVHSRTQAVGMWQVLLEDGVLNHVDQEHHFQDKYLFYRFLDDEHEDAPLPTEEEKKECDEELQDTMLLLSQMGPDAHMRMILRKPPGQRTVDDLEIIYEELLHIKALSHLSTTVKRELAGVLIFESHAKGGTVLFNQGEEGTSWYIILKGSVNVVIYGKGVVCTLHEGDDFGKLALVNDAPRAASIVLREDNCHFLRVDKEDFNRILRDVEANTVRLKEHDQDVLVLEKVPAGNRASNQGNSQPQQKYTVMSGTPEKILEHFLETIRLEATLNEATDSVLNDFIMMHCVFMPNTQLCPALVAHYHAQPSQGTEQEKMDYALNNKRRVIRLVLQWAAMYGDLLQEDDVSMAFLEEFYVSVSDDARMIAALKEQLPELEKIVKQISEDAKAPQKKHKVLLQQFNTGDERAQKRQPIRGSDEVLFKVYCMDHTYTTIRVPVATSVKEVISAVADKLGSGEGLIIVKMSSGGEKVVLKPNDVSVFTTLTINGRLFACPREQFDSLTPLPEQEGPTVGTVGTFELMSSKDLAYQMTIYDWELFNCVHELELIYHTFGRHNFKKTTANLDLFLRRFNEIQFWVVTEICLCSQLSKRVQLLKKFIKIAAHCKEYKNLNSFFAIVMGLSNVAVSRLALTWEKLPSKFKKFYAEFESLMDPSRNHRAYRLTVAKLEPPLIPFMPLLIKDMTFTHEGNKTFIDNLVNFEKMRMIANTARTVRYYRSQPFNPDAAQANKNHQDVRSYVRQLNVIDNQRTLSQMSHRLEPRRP
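In this primary screen, activation is scored as increased exchange of BODIPY-GDP from Rap1B by 100 nM EPAC2, with 50 uM GDP as competitor. Signal is normalized to the 6.5 mM cAMP agonist control.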
Nrf2 block – Nrf2 qHTS screen for inhibitors | 360,000 tested, 2.1% active | AID 504444, 2011 | A549 ARE-Fluc reporter, luciferase luminescence, 18-24 h | Potency, µM (highest dose often 46 µM), for the others: at the top dose activity change, negative = inhibition, most hits filed as inhibitors; note: potency is the fitted concentration of half-maximal effect; % is set by controls: 0 for no effect and ±100 for the full control effect; nearly all actives have a fitted effect of over 60% in size
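A549 ARE_Fluc cells (5000/well, 5% FBS OPTI-MEM) pre-incubated 2 h, then treated with compounds 18-24 h at 37C/5% CO2 in concentration-response. CellTiter-Fluor viability read first; BugLite luciferase luminescence after 15 min at room temperature gives Nrf2 activity.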
A549 tox – Nrf2 qHTS screen for inhibitors: counterscreen for cytotoxicity | A549 ARE-Fluc cells, CellTiter-Fluor viability, 18-24 h | Potency, µM (top dose mostly 46 µM), without a hit: at the top dose activity change, negative = cytotoxicity, hits mostly inhibitors | 390,000 tested, 0.16% active | AID 504648, 2011; note: potency is the fitted concentration of half-maximal effect; % is set by controls: 0 for no effect and ±100 for the full control effect
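A549 ARE-Fluc cells in 5% FBS OPTI-MEM, 5000 cells/well, rested 2 h then exposed to compounds in concentration-response for 18-24 h at 37 °C. Viability by CellTiter-Fluor fluorescence (Ex 405/Em 525) after 30 min; luciferase luminescence (BugLite, 15 min, RT) read afterwards.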
Mm-Cpn inhibitor – Inhibitors of TCP-1 ring complex (TRiC) of Methanococcus maripaludis (MmCpn): qHTS; Chaperonin Mm-Cpn (Methanococcus maripaludis); purified Mm-Cpn ATPase, ADP Transcreener TR-FRET; Potency, µM (top dose mostly 76.9 µM), for inactives: top-dose activity, negative = inhibition, actives largely listed as inhibitors; 330,000 tested, 0.031% active; AID 504842, 2011; note: potency is the fitted concentration of half-maximal effect; % is set by controls: 0 for no effect and ±100 for the full control effect; nearly all actives have a fitted effect of over 80% in size
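Eu-cryptate anti-ADP/ADP-d2 competition gives a ratio inversely related to ADP. Enzyme at 25 nM was pre-exposed to compound for 10 min, then given 10 uM ATP for 30 min, 37°C throughout.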
EPAC2 antag – qHTS for Antagonist of cAMP-regulated guanine nucleotide exchange factor 2 (EPAC2): primary screen. Rap guanine nucleotide exchange factor 4 (Homo sapiens), Q8WZA2. EPAC2 GEF exchange of Rap1B-BODIPY-GDP, fluorescence. Potency, µM (series often up to 114 µM), inactives show at the top dose activity, negative = inhibition, hits mostly inhibitors. 360,000 tested, 0.18% active. AID 720708, 2013; note: potency is the fitted concentration of half-maximal effect; % is set by controls: 0 for no effect and ±100 for the full control effect; nearly all actives have a fitted effect of over 45% in size; many of its hits are not listed in these tables
Akt phos inh – HTS Assay for Inhibitors of Akt Phophorylation: Primary Screen. 360,000 tested, 0.32% active. AID 651550, 2012. activity change, % for hits at 50 µM. Neuro2A IGF-stimulated pAkt S473 HTRF, 20 min; stronger effect = lower value; in the data active = activity change below about -80%; inconclusive = mostly about -51% to -80%; note: % is set by controls: 0 for no effect and ±100 for the full control effect
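Single-point screen (50 µM final compound) in Neuro2A cells stimulated 20 min with 6 nM IGF at 37 deg C. After lysis, Ser473-phosphorylated Akt read by HTRF (ex 330 nm, em 615/665 nm) as the 665/615 ratio.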
TGFb inhibitor – qHTS for Inhibitors of TGF-b. HepG2 CAGA-GFP TGF-b/SMAD3 reporter, GFP fluorescence, 18 h; TGF-beta stimulated, 500 pg/mL final. Potency, µM (series often up to 46.1 µM), without a hit: at the top dose activity, negative = inhibition, actives largely listed as inhibitors. 410,000 tested, 1.2% active. AID 588855, 2011; note: potency is the fitted concentration of half-maximal effect; % is set by controls: 0 for no effect and ±100 for the full control effect; nearly all actives have a fitted effect of over 65% in size
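Using HEPG2 CAGA-GFP reporter cells at 1000 cells/well, we pinned test compounds, stimulated with recombinant TGF-beta (500 pg/mL final) and measured total well GFP after 18 h.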
The depositor's hits bear a star; [ ] = another dose, or the depositor's remark. Unless noted, calls come from the whole dose curve; as a rule, active = well fitted curve in the direction sought with a large enough effect; inconclusive = small, poorly fitted or top-dose-only effect, or another doubt; inactive = no such curve, though single readings can be large; an effect the other way counts as inactive or inconclusive. Some of the compounds tested; the hit share may differ from the screen's.

For Brc1ccc(-c2nnc(-c3ccccc3)o2)o1 the results were Nrf2 ARE act 24.4%, CCT modulator -1.9, EPAC2 agonist 1.7%, Nrf2 block inconclusive, Mm-Cpn inhibitor -6.7%, EPAC2 antag -4.4%, Akt phos inh inactive and TGFb inhibitor inconclusive.
`CCNc1nc2cccnc2s1` gave Nrf2 ARE act 7.7%, CCT modulator 1.6, EPAC2 agonist 5.8%, Nrf2 block -11.1%, A549 tox 0.0%, Mm-Cpn inhibitor -1.1%, EPAC2 antag 11.8%, Akt phos inh inactive and TGFb inhibitor 11.0%.
`O=[N+]([O-])c1ccc(NCc2ccc3c(c2)OCO3)cc1` gave Nrf2 ARE act 2.0%, CCT modulator -3.3, EPAC2 agonist 2.3%, Nrf2 block inconclusive, A549 tox -17.2%, Mm-Cpn inhibitor 1.4%, EPAC2 antag -2.2%, Akt phos inh inactive and TGFb inhibitor -21.2%.
`Cc1nc2ccccc2c(=O)n1NC(=O)c1ccc(C(C)(C)C)cc1` gave Nrf2 ARE act -0.3%, CCT modulator 0.9, EPAC2 agonist 4.2%, Nrf2 block -5.2%, A549 tox -1.1%, Mm-Cpn inhibitor 0.6%, EPAC2 antag 0.6%, Akt phos inh inactive and TGFb inhibitor 2.1%.
CCNc1nc(NCC)n2c(SCC(=O)Nc3cccc(F)c3)nnc2n1 was read as Nrf2 ARE act 0.0%, CCT modulator -0.9, EPAC2 agonist 4.4%, Nrf2 block -1.1%, A549 tox 0.7%, Mm-Cpn inhibitor 1.5%, EPAC2 antag 0.4%, Akt phos inh inactive and TGFb inhibitor 15.7%.
`COC(=O)[C@H](CCSC)NC(=O)Nc1cccc(Br)c1` gave Nrf2 ARE act -0.6%, CCT modulator 0.1, EPAC2 agonist 2.0%, Nrf2 block -4.2%, A549 tox -6.2%, Mm-Cpn inhibitor 1.3%, EPAC2 antag 5.4%, Akt phos inh inactive and TGFb inhibitor 6.8%.
For C/C(=N\NC(=O)c1ccoc1C)c1cccc2ccccc12 the results were Nrf2 ARE act 0.4%, CCT modulator 1.3, EPAC2 agonist 4.2%, Nrf2 block -17.9%, A549 tox -1.2%, Mm-Cpn inhibitor -1.0%, EPAC2 antag 2.6%, Akt phos inh inactive and TGFb inhibitor -0.6%.
Screening O=C(NCC(=O)N1CCN(C(=O)c2ccccc2)CC1)c1ccc(Cl)cc1Cl returned Nrf2 ARE act -0.5%, CCT modulator 1.1, EPAC2 agonist 3.6%, Nrf2 block -2.6%, A549 tox -16.1%, Mm-Cpn inhibitor -0.1%, EPAC2 antag -4.1%, Akt phos inh inactive and TGFb inhibitor -10.5%.
`O=c1cc(/C=C/c2ccccc2)oc2c1ccc1ccccc12` gave Nrf2 ARE act 0.9%, CCT modulator -3.2, EPAC2 agonist -3.0%, Nrf2 block inconclusive, A549 tox -8.7%, Mm-Cpn inhibitor -1.8%, EPAC2 antag 1.6%, Akt phos inh inactive and TGFb inhibitor inconclusive.
`O=C(c1ccc2ccccc2c1)c1cccc(F)c1C(=O)O` gave Nrf2 ARE act -1.0%, CCT modulator 1.9, EPAC2 agonist 9.3%, EPAC2 antag 2.1%, Akt phos inh inactive and TGFb inhibitor -0.3%.

Reprinted at random: 2 compounds from above
`O=C(c1ccc2ccccc2c1)c1cccc(F)c1C(=O)O` gave Nrf2 ARE act -1.0%, CCT modulator 1.9, EPAC2 agonist 9.3%, EPAC2 antag 2.1%, Akt phos inh inactive and TGFb inhibitor -0.3%.
`CCNc1nc2cccnc2s1` gave Nrf2 ARE act 7.7%, CCT modulator 1.6, EPAC2 agonist 5.8%, Nrf2 block -11.1%, A549 tox 0.0%, Mm-Cpn inhibitor -1.1%, EPAC2 antag 11.8%, Akt phos inh inactive and TGFb inhibitor 11.0%.

(next part)
For O=C(Cc1cccc2ccccc12)NCCc1ccccc1 the results were Nrf2 ARE act -0.3%, CCT modulator -1.2, EPAC2 agonist -1.5%, Nrf2 block -6.8%, A549 tox 2.6%, Mm-Cpn inhibitor -4.2%, EPAC2 antag -3.3%, Akt phos inh inactive and TGFb inhibitor 2.4%.
`COCCCN1C(=O)c2ccc(C(=O)Nc3ccccc3OC)cc2C1=O` gave Nrf2 ARE act -0.6%, CCT modulator 1.6, EPAC2 agonist 0.7%, Nrf2 block 5.5%, A549 tox 0.5%, Mm-Cpn inhibitor 0.8%, EPAC2 antag 1.4%, Akt phos inh inactive and TGFb inhibitor 0.1%.
For Cc1ccc(NC(=O)CCCc2ccccc2)nc1 the results were Nrf2 ARE act 0.1%, CCT modulator -2.8, EPAC2 agonist 12.1%, Nrf2 block inconclusive, A549 tox 1.8%, Mm-Cpn inhibitor inconclusive, EPAC2 antag 1.7%, Akt phos inh inactive and TGFb inhibitor -0.8%.
For CCN(CC(=O)NCc1ccc(F)cc1)C(=O)c1ccc(C)o1 the results were Nrf2 ARE act 0.0%, CCT modulator 0.8, EPAC2 agonist 2.8%, Nrf2 block 1.0%, A549 tox -1.3%, Mm-Cpn inhibitor 1.4%, EPAC2 antag -3.0%, Akt phos inh inactive and TGFb inhibitor -3.2%.
For Clc1c(-c2ccccc2)nc2ccccn12 the results were Nrf2 ARE act 11.2µM*, CCT modulator 2.6, EPAC2 agonist 5.7%, Nrf2 block inconclusive, A549 tox -0.8%, Mm-Cpn inhibitor 1.0%, EPAC2 antag -0.3%, Akt phos inh inactive and TGFb inhibitor -21.8%.
Screening CN1C(=O)/C(=C/c2cc(N=Nc3ccccc3)ccc2O)SC1=S returned Nrf2 ARE act 6.1%, CCT modulator -1.4, EPAC2 agonist -17.4%, Nrf2 block -2.0%, A549 tox inconclusive, Mm-Cpn inhibitor 1.0%, EPAC2 antag -4.9% and TGFb inhibitor inconclusive.
For CC(C)N(CCNC(=O)COc1ccc2oc3c(c2c1)CCCC3)C(C)C the results were Nrf2 ARE act -0.2%, CCT modulator -1.5, EPAC2 agonist 1.8%, Nrf2 block 5.0%, A549 tox 1.1%, Mm-Cpn inhibitor -2.9%, EPAC2 antag -3.5%, Akt phos inh inactive and TGFb inhibitor 0.0%.
CC(=O)c1ccc(NS(=O)(=O)c2c(C)nc3scc(C)n3c2=O)cc1 was read as Nrf2 ARE act 0.5%, Nrf2 block -13.9%, A549 tox 2.2% and TGFb inhibitor -0.9%.
`COc1ccc(OCCn2c(C(C)Oc3ccccc3)nc3ccccc32)cc1` (stereo not drawn) gave Nrf2 ARE act 4.0%, Nrf2 block inconclusive, A549 tox -1.5% and TGFb inhibitor 12.6µM*.
`CCCCNC(=O)C1(C)CCN1C(=O)c1cncc(Br)c1` (stereo not drawn) gave Nrf2 ARE act 0.2%, CCT modulator 0.8, EPAC2 agonist 10.4%, EPAC2 antag 9.6%, Akt phos inh inactive and TGFb inhibitor 6.5%.
For COc1ccccc1C(=O)N/N=C(\C)CC(=O)Nc1ccc2c(c1)OCCO2 the results were Nrf2 ARE act 6.9%, CCT modulator 1.0, EPAC2 agonist -1.8%, Nrf2 block -6.0%, A549 tox 0.0%, Mm-Cpn inhibitor -0.7%, EPAC2 antag -4.0%, Akt phos inh inactive and TGFb inhibitor 8.5%.
For CCOC(=O)c1sc2nccc(N(C)C)c2c1N=CNOC the results were Nrf2 ARE act 0.1%, CCT modulator 2.2, EPAC2 agonist -8.4%, Nrf2 block -24.9%, A549 tox 1.3%, Mm-Cpn inhibitor -3.2%, EPAC2 antag -3.1%, Akt phos inh inactive and TGFb inhibitor 0.0%.
Cc1ccc(S(=O)(=O)Nc2nc3n(n2)C(c2ccc(Cl)cc2)C=C(c2ccccc2)N3)cc1 (stereo not drawn) was read as Nrf2 ARE act -0.1%, Nrf2 block inconclusive, A549 tox inconclusive and TGFb inhibitor 49.0%[activator].
`Cc1c(Cl)c(-c2n[nH]c(=S)n2Cc2ccco2)nn1C` gave Nrf2 ARE act 0.3%, CCT modulator -2.0, EPAC2 agonist 9.0%, Nrf2 block -10.0%, A549 tox -12.3%, Mm-Cpn inhibitor -1.5%, EPAC2 antag -13.3%, Akt phos inh inactive and TGFb inhibitor 3.2%.
Screening CSc1scc2c1-c1nc(SCC(=O)C(C)(C)C)ncc1CC2 returned Nrf2 ARE act 6.4%, CCT modulator -1.4, EPAC2 agonist 1.9%, Nrf2 block -29.6%, A549 tox inconclusive, Mm-Cpn inhibitor -13.1%, EPAC2 antag -19.5%, Akt phos inh inactive and TGFb inhibitor inconclusive.
`C=CCn1c(=O)[nH]c(=O)c2c(N)c(C(=O)c3ccc(OC)cc3)sc21` gave Nrf2 ARE act 5.5%, CCT modulator -0.5, EPAC2 agonist -8.6%, Nrf2 block -27.9%, A549 tox -0.8%, EPAC2 antag 2.2%, Akt phos inh inactive and TGFb inhibitor inconclusive.
O=C(CSc1ncn(-c2ccccc2)n1)Nc1ccc2c(c1)OCO2 was read as Nrf2 ARE act -0.9%, CCT modulator -0.3, EPAC2 agonist 3.5%, Nrf2 block -4.9%, A549 tox 0.0%, Mm-Cpn inhibitor -0.8%, EPAC2 antag -0.2%, Akt phos inh inactive and TGFb inhibitor -2.5%.
